SR-BI uptake up: enhances SR-BI lipid uptake from DiI-HDL; CHO ldlA[mSR-BI] cells, DiI-HDL uptake fluorescence, 3 h; 100 = double the neutral-control signal; activation, % at 12.5 µM; 320,000 compounds, 0.096% hits; AID 504775;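 active means mean replicate activation of at least 60% and every replicate at or above 60%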;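 further: 0% = median plate neutral-control signal and 100% = twice that signal; values of inactives mirror those of a sister screen read the other way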
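Material – SR-BI-overexpressing, LDLR-lacking CHO cells · Medium – BSA-supplemented, HEPES-buffered Ham's F12, pH 7.4 · Doses – single concentration · Times – compound with DiI-HDL co-incubation, 3 h at 37 °C · Measured by – bottom-read fluorescence, 550/595 nm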
RTF Ca sens inh: cardiac RTF calcium desensitization; P19429+P45379; IANBD-labeled cardiac RTF, Ca2+ fluorescence; 340,000 compounds, 0.12% hits; inhibition, % at 7.15 µM;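 active means inhibition above the mean inhibition of all tested compounds plus 3 SD, cut at about 17% in these data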;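 further: assay run at fixed EC70 calcium of 1.6 mM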
DAGLB inh: blocks human DAGLB lipase activity. Q8NCG7. HEK293T DAGLB membrane lysate, EnzChek fluorogenic substrate. inhibition, % at 5.17 µM. 340,000 compounds, 0.059% hits. AID 504411; in the data active means inhibition above about 34%;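 further: 0% = enzyme with vehicle and 100% = wells lacking enzyme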
Keap1 Nrf2 FP: Keap1-Nrf2 (human) interaction inhibition | inhibition, % at 9.4 µM | Q14145 | Keap1 Kelch-Nrf2 peptide fluorescence polarization, 1536-well | 340,000 compounds, 0.15% hits; in the data active means inhibition above about 12%;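 further: human Keap1 Kelch domain with fluorescein labeled Nrf2 9mer peptide probe; 0% = neutral control wells and 100% = peptide positive control; higher means more block of Keap1 binding to Nrf2 peptide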
Target sequence (Q14145 whole entry, looked up, the tested form may be a part): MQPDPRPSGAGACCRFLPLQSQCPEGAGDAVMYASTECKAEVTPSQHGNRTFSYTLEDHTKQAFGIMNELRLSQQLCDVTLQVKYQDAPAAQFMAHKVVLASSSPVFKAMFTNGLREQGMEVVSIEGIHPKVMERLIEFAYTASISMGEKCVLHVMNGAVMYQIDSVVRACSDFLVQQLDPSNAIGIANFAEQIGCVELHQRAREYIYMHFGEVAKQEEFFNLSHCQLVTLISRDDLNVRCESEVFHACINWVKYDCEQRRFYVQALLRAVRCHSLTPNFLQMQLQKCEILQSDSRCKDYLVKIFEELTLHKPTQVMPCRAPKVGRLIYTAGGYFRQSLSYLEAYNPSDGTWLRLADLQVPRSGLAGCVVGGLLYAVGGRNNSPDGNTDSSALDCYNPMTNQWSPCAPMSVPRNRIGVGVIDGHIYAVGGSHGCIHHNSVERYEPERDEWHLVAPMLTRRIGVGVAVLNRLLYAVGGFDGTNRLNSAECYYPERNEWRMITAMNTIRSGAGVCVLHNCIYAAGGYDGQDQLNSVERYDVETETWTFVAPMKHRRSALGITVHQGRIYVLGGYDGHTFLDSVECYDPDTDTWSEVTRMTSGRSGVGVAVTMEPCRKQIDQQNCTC
PvdQ acylase: blocks Pseudomonas aeruginosa PvdQ acylase activity | purified PvdQ acylase, fluorescence plate reader | inhibition, % at 10 µM | 340,000 compounds, 0.063% hits; in the data active means inhibition above about 30%, passing the limit was not always enough;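 further: 0% = vehicle neutral wells and 100% = reference inhibitor wells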
Arr AP2 block: human beta-arrestin and AP2 interaction inhibition | FITC-arrestin peptide / GST-AP2 beads, flow cytometry; AP2 beta2 appendage carries R879A mutation | inhibition, % at 10 µM | 340,000 compounds, 0.31% hits;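 active means inhibition above a set limit, near 3 SD of compounds lacking own fluorescence, cut at about 54% in these data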;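 further: plate controls were DMSO wells for no effect and 5 µM unlabelled arrestin peptide for full effect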
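System: GST-tagged AP2 beta2-adaptin appendage (R879A) on 4 µm glutathione beads / Reagent: FITC-arrestin peptide, 50 nM / Detection: HyperCyt-sampled flow cytometry, FL1 channel, ex 488/em 535 nm / Timing: 12 min plus 1 h, RT / Buffer or medium: PBS plus Tween 20 (0.05%) and BSA (0.1%)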
C-LANA FP: inhibitors of KSHV LANA C-terminal domain DNA binding | MBP-C-LANA/FAM-LBS DNA binding, fluorescence polarization | inhibition, % at 9 µM | 340,000 compounds, 0.078% hits;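 active means highest replicate inhibition at or above 60% at 9 µM, even if other replicates fall short; inactive means all replicates below 60% inhibition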;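 further: 0% = neutral control wells and 100% = 4 µM acridine orange control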
SR-BI DiI inh: blocks mouse SR-BI lipid uptake from DiI-HDL; ldlA[mSR-BI] CHO cells, DiI-HDL uptake fluorescence, 3 h; inhibition, % at 12.5 µM; 320,000 compounds, 0.96% hits; AID 488896;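 active means mean replicate inhibition of at least 70% and a set share of replicates each scoring 70 or more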;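 further: 0% = median of neutral control wells and 100% = median of positive control wells; values of inactives mirror those of a sister screen read the other way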
PKA-R2B activ: PKA-R2B complex activation. PKA-R2B holoenzyme dissociation, Cy5-IP20 fluorescence polarization; R2B truncated from residue 108, S112A mutant; 0% DMSO only, 100% 113 µM cGMP. activation, % at 11.4 µM. 340,000 compounds, 0.079% hits. AID 504700;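 active means activation above a cutoff set at the mean over all compounds plus 3 SD, cut at about 18% in these data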;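 further: higher means more holoenzyme dissociation and a rise in polarization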
NSD2 inh: blocks human histone methyltransferase NSD2; O96028; NSD2 peptide methylation, AlphaScreen, 120 min; inhibition, % at 12.5 µM; 310,000 compounds, 0.54% hits; AID 743445; in the data active means inhibition above about 50%
Numbers without * were called inactive; / = not tested or not shown.

Values run as follows: SR-BI uptake up, RTF Ca sens inh, DAGLB inh, Keap1 Nrf2 FP, PvdQ acylase, Arr AP2 block, C-LANA FP, SR-BI DiI inh, PKA-R2B activ, NSD2 inh
CCC(=O)N/N=C(\C)CC(=O)Nc1cc(Cl)ccc1C
  23.4, 2.3, -0.9, -2.0, 6.9, 0.0, 0.5, -23.4, -7.9, 0.3
COc1ccc(C)cc1N1C(=N)/C(=C2/Nc3ccccc3S2)C(c2ccccc2)C1=O (configuration not stated)
  -17.3, -5.1, 2.1, -0.8, 11.5, 16.1, 0.7, 17.3, -14.0, 0.7
Cc1nc(NC2=NCN(CCCN3CCOCC3)CN2)nc2c(C)cccc12
  21.2, 6.3, -1.3, -2.5, 2.7, 33.2, -17.5, -21.2, -10.5, /
O=C(NC(=S)N1CCc2ccccc21)c1ccc(Br)o1
  8.4, 2.9, 0.4, -3.8, 3.6, 13.3, -0.6, -8.4, 8.0, -4.6
CCN1C(=O)c2ccccc2S(=O)c2ccc(C(=O)NCCCN3CCCC3=O)cc21 (configuration not stated)
  8.9, -7.0, 1.2, 0.5, 7.8, 19.9, 0.1, -8.9, 3.3, /
O=C(OCc1cc(=O)n2ccsc2n1)c1ccccc1O
  3.4, 0.5, 0.7, 0.0, 4.3, 29.6, 0.2, -3.4, -17.0, -4.3
CCN1C(=O)c2ccccc2S(=O)c2ccc(C(=O)N3CCCCCC3)cc21 (configuration not stated)
  16.4, -6.4, 2.7, -0.8, -8.1, 0.6, 0.6, -16.4, -3.0, /
C/C(=N/NC(=O)CNC(=O)C1COc2ccccc2O1)c1ccc2c(c1)OCCO2 (configuration not stated)
  -25.4, /, /, -1.0, 9.0, 37.9, -2.0, 25.4, /, -0.8
Cc1nc(N2CCN(S(=O)(=O)c3ccc(F)cc3)CC2)c2c(-c3cccs3)csc2n1
  -10.5, -4.6, -11.0, -2.7, -5.3, 1.9, -0.9, 10.5, -7.3, -0.2
CC1=CC(C)(C)N(C(=O)Nc2ccccc2)c2ccccc21
  7.4, -8.2, -0.9, -5.4, -11.7, 6.5, 0.2, -7.4, -9.0, 1.9
O=C(OCCN1CCCCC1)c1ccccc1Br
  15.0, 0.0, -4.0, -2.2, -8.4, 1.5, 2.6, -15.0, -3.0, 1.3
Cc1coc2cc3oc(=O)cc(C)c3cc12
  7.6, -8.1, 0.8, -2.3, 10.6, 9.3, -2.2, -7.6, -17.8, 1.1
CC(NC(=O)C(c1ccccc1)c1ccccc1)c1ccc(S(N)(=O)=O)cc1 (configuration not stated)
  /, 2.0, -2.6, -2.8, -17.3, 0.4, -0.7, /, -3.0, 1.4
Cc1ccc(NC(=O)N2CCCN(Cc3ccc(F)cc3)C2)cc1C
  -10.5, -4.7, -1.8, 3.1, -10.5, -6.3, -0.5, 10.5, -3.1, 12.7
CC(=O)Nc1ccc(NC(=O)COC(=O)c2cc(S(=O)(=O)N3CCCC3)ccc2O)cc1
  16.8, 0.0, 3.1, 1.5, -5.9, -5.5, 0.5, -16.8, -10.1, -2.7
Cc1cc(C(=O)Nc2ccc(Cl)cc2)c2ccccc2n1
  -9.6, -5.4, -1.4, -1.9, 3.9, 8.8, -2.1, 9.6, -9.4, -2.0
COc1ccc2c(c1)c1nnc(SCC(=O)Nc3ccccc3F)nc1n2C
  -29.7, -1.9, -1.4, -5.0, -4.7, 9.2, -0.7, 29.7, 2.4, 0.8
COc1cc(S(=O)(=O)NC2CCCC2)c(OC)cc1Cl
  1.2, -4.0, -5.1, 0.1, -11.6, -0.8, 0.1, -1.2, 4.6, 2.1
COc1cccc2cc(C(=O)n3ccc(C)n3)c(=O)oc12
  19.8, -1.7, -3.2, -3.4, -10.4, -1.9, -1.5, -19.8, 3.3, 3.0
CN(c1cccc(NC(=O)c2cccc([N+](=O)[O-])c2)c1)S(C)(=O)=O
  -36.3, -3.9, 1.3, -4.7, -16.3, -10.9, -0.8, 36.3, -4.5, /
COc1cc(C(=O)N2CCN(S(=O)(=O)c3ccc(C)cc3)CC2)ccc1OCc1c(C)noc1C
  -21.8, -11.8, 2.0, -1.2, -5.6, 4.1, -1.1, 21.8, 3.5, /
COc1ccccc1CNC(=O)COC(=O)CCN=C1NS(=O)(=O)c2ccccc21
  -6.9, -3.8, 3.5, -1.7, -12.2, -8.2, 0.9, 6.9, 6.3, 1.8
O=C(CSc1nc2c(sc3ccccc32)c(=O)n1CCCN1CCCC1)NCc1ccco1
  -17.4, -6.2, 3.5, 1.4, -11.5, -27.7, -0.1, 17.4, 6.7, 9.6
